Screening data deposited in PubChem BioAssay by several laboratories.
INS promoter inh: TRM-6 insulin promoter activity inhibition; inhibition, % at 2 µM; TRM-6 cells (human fetal islet line), insulin promoter-eGFP reporter, imaging; reporter expression induced with tamoxifen; 130,000 compounds, 0.9% hits; AID 1273;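 active = inhibition above the mean plus 3 SD, with well images judged a real hit on visual review, cut at about 60% in these data, passing the limit was not always enough; inconclusive = inhibition over the cutoff but images rejected on review; inactive = inhibition not above the cutoff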
SDO1 yeast rescue: restores growth of sdo1-depleted yeast. S. cerevisiae sdo1-depleted JHY4D growth rescue, OD600 30 h; active compounds read high; pdr5 snq2 efflux-pump mutant strain. 140,000 compounds, 0.21% hits. z-score at 10 µM;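 active = z-score above 3 at both the 24 hr and the 30 hr optical density reads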;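 note: z-score against mean and SD of all compound wells on the same plate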
SDO1 yeast rescue Rescue 24 h: recorded beside SDO1 yeast rescue, whose call it bears; z-score; S. cerevisiae sdo1-depleted JHY4D growth rescue, OD600; measured here: growth rescue at 24 h;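 0 is the plate mean of compound wells and units are plate SD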
Numbers without * were called inactive; i = inactive; ? = inconclusive; / = not tested or not shown. The list is partial; count on the stated rates, not on these rows.

mol,INS promoter inh,SDO1 yeast rescue,SDO1 yeast rescue Rescue 24 h
O=C1NCCN(Cc2ccc(Cl)c(F)c2)C1CC(=O)N1CCCCO1 (configuration not stated),-5,/,/
Cc1cc(C)c(S(=O)(=O)c2cccc(Cl)c2)c(Cl)n1,-21,/,/
CCN1CCN(C(=O)CCNC(=O)Cn2ccc3ccccc3c2=O)CC1,-37,-0.1,-0.83
CN(c1ncc(C(F)(F)F)cc1Cl)n1cc(C(N)=O)c2ccccc2c1=O,-6,-0.43,-0.6
COc1ccc(NC(=O)c2cnn3c(C(F)(F)F)cc(-c4ccco4)nc23)cc1OC,0,-1.6,-0.61
CCCc1cc2c(cc1NC(=O)c1ccccc1C)OCO2,/,0.6,0.66
Nc1nc2ccccc2nc1N,/,-0.18,-1.1
Cc1ccc(C)c(CN2C(=O)c3ccccc3S(=O)c3ccc(C(=O)N4CCN(c5ccccn5)CC4)cc32)c1 (configuration not stated),-18,/,/
Cc1ccccc1Cn1nc(C)c(NC(=O)C2(C)CC2(Cl)Cl)c1C (configuration not stated),8,-0.08,-0.16
COCCn1nnnc1C(c1cc2cc(C)ccc2[nH]c1=O)N1CCc2ccccc21 (configuration not stated),/,-1.1,-1.4
Cc1ccc2oc3c(c(=O)c2c1)C(c1cccc(O)c1)N(c1ccccn1)C3=O (configuration not stated),/,-0.29,-0.01
COCCn1c(-c2ccccc2F)n[nH]c1=S,25,0.95,0.46
COc1cc(Cn2c(-c3nonc3N)nc3ccccc32)ccc1C,-284,-0.91,0.32
COc1ccccc1S(=O)(=O)CC(O)COc1ccc(F)cc1Cl (configuration not stated),-26,/,/
CCOc1ccccc1NC(=O)c1nc[nH]c1C(=O)Nc1ccccc1OCC,/,-0.81,-0.73

Another view of part of the listing above.
Each structure is followed by: INS promoter inh	SDO1 yeast rescue	SDO1 yeast rescue Rescue 24 h
- CCN1CCN(C(=O)CCNC(=O)Cn2ccc3ccccc3c2=O)CC1
→ -37	-0.1	-0.83
- Nc1nc2ccccc2nc1N
→ /	-0.18	-1.1

Reformatted with two lines to a compound: entries from further up
The line under a structure holds: INS promoter inh	SDO1 yeast rescue	SDO1 yeast rescue Rescue 24 h
- Nc1nc2ccccc2nc1N
→ /	-0.18	-1.1
- Cc1ccc(C)c(CN2C(=O)c3ccccc3S(=O)c3ccc(C(=O)N4CCN(c5ccccn5)CC4)cc32)c1 (configuration not stated)
→ -18	/	/

(next part)
mol,INS promoter inh,SDO1 yeast rescue,SDO1 yeast rescue Rescue 24 h
CCc1ccc(N(C(=O)CNC(=O)c2cccs2)C(C(=O)NC(C)(C)C)c2cc(OC)c(OC)c(OC)c2)cc1 (configuration not stated),4,1.8,1.4
Cc1ccc(NC(=O)C2C(C(=O)O)C3C=CC2C32CC2)cc1 (configuration not stated),11,-0.31,-0.86
CC(C)(/C=N/O)/[N+]([O-])=C/c1ccco1,-7,0.18,-0.04
CCOC(=O)c1cc2sccc2n1Cc1ccccc1,0,0.41,0.88
O=C1/C(=C\c2ccc(-c3ccccc3[N+](=O)[O-])o2)C(c2ccccc2)=NN1c1ccccc1,33,-1.4,-1.4
COc1ccc(N(CC(=O)NC2CCCC2)C(=O)Cn2nnc(-c3ccc(C)cc3)n2)cc1OC,/,-0.07,-0.77
c1ccc(Cc2nn3c(Cn4cnc5ccccc54)nnc3s2)cc1,i,-1.3,-0.88
CN(C)c1ccc(C(c2nnnn2C(C)(C)C)N2CCc3ccccc3C2)cc1 (configuration not stated),-38,2.1,2.3
Cc1nc2ccccn2c1C(=O)NCc1ccc2c(c1)OCO2,/,0.24,0.18
COc1cccc2c1OCC(C(=O)OCc1cccnc1)=C2,0,/,/
CCc1ccc(C(=O)COC(=O)C(CCSC)NC(=O)C23CC4CC(CC(C4)C2)C3)cc1 (configuration not stated),24,-0.84,-0.5
O=C1CC(c2ccccc2)C(C(=O)Nc2ccccc2F)N1 (configuration not stated),30,0.32,-0.58
COC(=O)c1cc(Br)c(=O)n(Cc2ccc(OC)c(OC)c2)c1,/,0.61,0.59
CCN1CCCC1CNC(=O)C(=O)NC(C)C (configuration not stated),8,/,/
COc1ccc2nc3sc(C(=O)NCCCN4CCc5ccccc5C4)cc3cc2c1,11,-1.7,-0.75
Cc1c(C(=O)O)oc2ccc(S(=O)(=O)N3CCC(C)CC3)cc12,8,0.39,0.67
O=C(O)c1ccc(-n2cccc2)cc1O,6,-0.63,-1.3
COc1ccc(OC)c(NS(=O)(=O)c2cc(OC)ccc2OC)c1,17,-0.26,-0.81
COC(=O)c1ccc2c(=O)n(CCCCCC(=O)NCc3ccccc3)c(=O)[nH]c2c1,-36,0.21,0.5
C/C(=N\NC(=O)Cn1nnc2ccccc21)c1ccco1,39,/,/
Cc1ccc2c(Cn3cc(C(F)(F)F)cc(Cl)c3=O)cc(=O)oc2c1,-11,-0.2,-0.18
O=C(CSc1nnc(CNC(=O)c2ccccc2F)o1)c1ccccc1,-48,-0.35,-0.6
COc1ccc(C(=O)NCc2ccccc2)cc1S(=O)(=O)N1CCCc2ccccc21,-257,-1.1,-0.74
COc1cc([N+](=O)[O-])ccc1NC(=O)CCCOc1ccccc1,-58,0.27,0.21
CCOc1cc(/C=N/NC(=O)CNc2ccc(C)cc2)ccc1OC(=O)c1ccccc1,16,0.41,0.87
CC(=O)Nc1ccc(C(=O)NCCc2ccccc2)cc1,53,0.63,-0.53
O=C(/C=C/c1ccccc1Cl)Nc1cccc(O)c1,38,/,/
CC(C)C(c1nnnn1Cc1ccc(F)cc1)N1CCN(C(=O)c2ccco2)CC1 (configuration not stated),50,-0.5,-0.8
COc1ccc(C(=O)Nc2sc(C)c(C)c2CN2CC(C)OC(C)C2)cc1 (configuration not stated),21,-0.72,0.24
CCOc1ccc(S(=O)(=O)NCc2ccco2)cc1,42,-0.24,-1.1

Structures shown so far that have a tert-butyl group, in the order listed:
mol,INS promoter inh,SDO1 yeast rescue,SDO1 yeast rescue Rescue 24 h
CCc1ccc(N(C(=O)CNC(=O)c2cccs2)C(C(=O)NC(C)(C)C)c2cc(OC)c(OC)c(OC)c2)cc1 (configuration not stated),4,1.8,1.4
CN(C)c1ccc(C(c2nnnn2C(C)(C)C)N2CCc3ccccc3C2)cc1 (configuration not stated),-38,2.1,2.3

Complete entries from above.
Record of C/C(=N\NC(=O)Cn1nnc2ccccc21)c1ccco1 → INS promoter inh = 39; SDO1 yeast rescue = /; SDO1 yeast rescue Rescue 24 h = /
Record of COc1ccc(OC)c(NS(=O)(=O)c2cc(OC)ccc2OC)c1 → INS promoter inh = 17; SDO1 yeast rescue = -0.26; SDO1 yeast rescue Rescue 24 h = -0.81

Further structures follow.
mol,INS promoter inh,SDO1 yeast rescue,SDO1 yeast rescue Rescue 24 h
CC(C)C(=O)NNC(=O)CSc1nc(C2CCCCC2)nc2ccccc12,10,-0.58,-0.56
CCOC(=O)C1CCCCN1Cc1cc(Cl)ccc1O (configuration not stated),32,0.86,0.59
C/C(=C\C(=O)c1ccccc1)NCc1ccc(F)cc1,/,0.81,0.86
CN(C(=O)c1cc2sccc2n1C)C1CCCCC1,-41,-1.3,-0.6
Cc1cc(O)ccc1Nc1nc(-c2sc(N)nc2C)cs1,19,0.86,0.14
Cn1c(=O)c2c(nc(SCC(=O)c3ccccc3F)n2C)n(C)c1=O,-24,/,/
O=C(/C=C/Nc1ccc(OC(F)(F)F)cc1)C(F)(F)F,-6,0.06,-0.2
CC(C)=CC(=O)OCC(=O)Nc1cc([N+](=O)[O-])ccc1F,/,0.4,-0.43
Clc1ccc(SCc2cn3ccsc3n2)cc1,13,-0.67,-0.43
CCN(CC)C(=O)CP(=O)(c1ccccc1)c1ccccc1,/,0.96,-0.2
FC(F)(F)c1cc(-c2ccco2)nc(NCc2cccnc2)n1,/,-0.12,-0.53
Clc1ccc(Sc2cc(N3CCOCC3)nc(-c3ccccc3)n2)cc1,-33,-0.68,-0.39
CC(C)n1c(SCC(N)=O)nc2c1c(=O)[nH]c(=O)n2C,33,0.62,0.28
CCOC(=O)c1c(NC(=O)CSc2nnc(CNc3ccc(C)cc3C)o2)sc(C)c1C,-300,0.19,0.53
C#CCNc1nc(C(C)C)nc2c1nnn2Cc1ccccc1F,19,-1.5,-0.69
COc1ccc(CN(CCC#N)C(=S)NC(=O)c2ccccc2)cc1,/,-0.86,-1.1
Cc1ccc(S(=O)(=O)Nc2cc(C(=O)N3CCOCC3)ccc2N2CCCCC2)cc1,-46,-0.17,0.13
COc1nc(N(C)C)nc(-n2nnc(C(C)=O)c2C)n1,-36,1.2,1.5
Cc1nn(CC(=O)NNC(=S)Nc2ccccc2)c(C)c1[N+](=O)[O-],4,0.82,0.04
O=C(NC(=S)Nc1cccc2ncccc12)c1ccco1,-26,/,/
COc1ccc(NC(=O)C2CCN(Cc3cnn(-c4ccccc4)c3-n3cccc3)CC2)cc1OC,41,-0.05,-0.67
O=C(Cn1nc(-c2ccccc2)nc1-c1ccccc1)OC1CCCCC1,-53,-1.2,-1.1
COc1ccc2c(=O)c(C(=O)O)c(-c3ccc4c(c3)OCO4)n(C)c2c1,-25,1.4,-0.26
COc1cccc(NC(=O)COC(=O)Cc2ccccc2[N+](=O)[O-])c1,-42,/,/
O=C(CN1C(=O)COc2ccccc21)N(CCCN1CCOCC1)CC1CC=CCC1 (configuration not stated),/,0.96,1.1
Cc1ccccc1C(=O)NC(CC(C)C)C(=O)Nc1ccc(S(N)(=O)=O)cc1 (configuration not stated),28,/,/
c1ccc2[nH]c(N3CCOCC3)nc2c1,61*,2.5,2.8
COc1cc(NC(=O)COC(=O)/C=C/c2c(C)nn(C3CCS(=O)(=O)C3)c2Cl)cc(OC)c1OC (configuration not stated),-13,0.54,0.73
COc1ccc(C)cc1S(=O)(=O)N1CCC(C(=O)N2CCN(C)CC2)CC1,21,0.79,0.32
Cc1cc[n+]2c3c(cccc13)CCC2,32,0.37,-0.54
O=C(c1ccco1)N1CCN(c2nc3ccccc3n3nnnc23)CC1,/,0.77,0.56
O=C(O)c1sc2ncccc2c1OCc1ccccc1,24,/,/
Cc1cc(SCC(=O)c2ccc3c(c2)OCO3)nc2ccccc12,-11,-1.4,-1.8
Cc1cc(CNC(=O)CCc2nnc(CCCc3ccccc3)o2)nn1C,-43,/,/
CCCOc1ccc(/C=N/O)cc1,-50,1.8,0.09
O=[N+]([O-])c1ccc(OCC(O)CN2CCN(c3ccccc3F)CC2)cc1 (configuration not stated),/,-2.2,-1.6
O=C(O)COc1ccc(/C=C2\SC(=Nc3ccccc3)N(c3ccccc3)C2=O)cc1,-14,/,/
CC(C)CCNC(=O)C(c1ccncc1)N(Cc1cccs1)C(=O)Cn1nnc(-c2ccc(F)cc2)n1 (configuration not stated),-112,-0.08,-0.43
Cc1ccc(-c2nc(NCc3cccnc3)c3ccccc3n2)cc1,/,-1.5,-0.93
CS(=O)(=O)N(CC(=O)Nc1ccccc1C(=O)N1CCOCC1)c1ccc2c(c1)OCO2,-47,0.53,-0.54
Cc1cccc(N2CCCn3c2nc2c3c(=O)n(CCN3CCOCC3)c(=O)n2C)c1,?,-1,-0.98
CCC(C)N1CC(O)=C(c2nc3ccccc3[nH]2)C1=N (configuration not stated),29,0.67,0.77
COc1ccc(/C=N/NC(=O)c2cc(-c3cccnc3)nc3ccccc23)c(OC)c1,27,/,/
CCOC(=O)c1sc(=S)n(C)c1C,11,-0.75,-0.97
CCCNS(=O)(=O)c1cccc2cccnc12,/,0.35,-0.2
O=C(CN1CCN(Cc2ccccc2)CC1)NC(=O)NC1CCCCC1,29,-0.38,-0.97
CS(=O)(=O)Nc1cccc(-c2cn3ccccc3n2)c1,-50,/,/
Cc1cccc(N2C(=O)CC(SC(=Nc3ccccc3)Nc3ccccc3)C2=O)c1 (configuration not stated),3,-2,-1.5
Cc1ccc(C(=O)N[C@H](C(=O)OCc2cc(=O)oc3cc(C)ccc23)C(C)C)cc1,/,0.08,-0.25
CCOCC(=O)Nc1cc(C)on1,-5,/,/
Cc1cc(C)c(S(=O)(=O)c2ccccc2)c(OC(=O)c2c(F)cccc2Cl)n1,11,0.61,-0.08
COc1ccccc1-c1nnc(SCC(=O)O)n1-c1ccccc1,39,/,/
Cc1cc(C(=O)NNC(=S)NCC(C)C)no1,-27,0.47,-0.47
CC(=O)Nc1c(Cl)cc([N+](=O)[O-])c2ccccc12,17,-1.5,-1.9
CN(C)c1ccnc(Nc2ccc(O)cc2)c1C#N,36,/,/
OC1CCCN(Cc2ccccc2)C1 (configuration not stated),7,0.93,0.57
CCCCN(C)S(=O)(=O)c1cc(Br)cc2c1N(C(=O)C1CC1)CC2,/,-1.2,-0.58
c1ccc(-c2csc3ncnc(NCCCN4CCOCC4)c23)cc1,5,-0.37,-0.11
CCC(C)C1=CC(=Nc2c(C)n(C)n(-c3ccccc3)c2=O)C=C(C(C)CC)C1=O (configuration not stated),28,/,/
CN(C)CCSc1nc(-c2ccccc2)nc2c1COC(C)(C)C2,10,-0.12,-0.18
O=C1CNC(=O)N1CC(=O)N1CCCc2ccccc21,53,1.6,0.62
O=C(CNC(=O)c1ccc(S(=O)(=O)N2CCCC2)cc1)N/N=C/c1ccc(Cl)cc1Cl,/,1.6,1.3
Cc1ccc(C(=O)c2c(NC(=O)c3ccccc3C)sc(C)c2C)cc1,-8,0.58,0.63
